APJ antag: antagonists of human apelin receptor APJ, primary screen, CHO-K1 cells, beta-arrestin complementation, luminescence. P35414. inhibition, % at 20 µM. 330,000 tested, 0.32% active. AID 2521, 2010;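 active means inhibition above about 40% at 20 µM, limit read from the data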;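 further: cells challenged with 10 nM apelin-13 agonist together with compound; plate controls were apelin-13 plus DMSO wells for no effect and DMSO wells lacking apelin-13 for full effect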
Target sequence (P35414 whole entry, looked up): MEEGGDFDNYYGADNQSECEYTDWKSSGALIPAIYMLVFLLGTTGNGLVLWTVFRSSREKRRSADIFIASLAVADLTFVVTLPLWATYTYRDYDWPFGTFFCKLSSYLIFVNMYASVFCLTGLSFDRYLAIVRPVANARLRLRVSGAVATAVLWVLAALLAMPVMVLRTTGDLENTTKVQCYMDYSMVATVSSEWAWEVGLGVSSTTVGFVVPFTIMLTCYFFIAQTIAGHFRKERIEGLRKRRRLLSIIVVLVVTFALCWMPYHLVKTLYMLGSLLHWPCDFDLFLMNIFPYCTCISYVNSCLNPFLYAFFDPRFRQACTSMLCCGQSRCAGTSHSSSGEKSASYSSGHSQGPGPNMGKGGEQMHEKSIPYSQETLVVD
UPR CHOP act: activators of apoptotic CHOP UPR arm, primary screen, cell-based, CHO-CHOP luciferase reporter, luminescence, uHTS; activation, % at 10 µM; AID 449763, 2010; 330,000 tested, 0.34% active; UPR activation; percent of tunicamycin response over DMSO baseline;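 active means at 10 µM dose, activation of 40% or more, normalized to positive control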;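 further: 100% = tunicamycin at 10 µg/mL and 0% = DMSO alone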
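Assay system: CHO cells with stable CHOP pathway luciferase reporter; Buffer or medium: F12 plus 10% serum; Times: 16-18 h cell attachment, then 6 h compound exposure, 37 °C; Signal: luciferase luminescence; Read-out basis: percent activation relative to tunicamycin control; Control set: tunicamycin high control, DMSO low control.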
tim23-1 inh: growth inhibitors of tim23-1 mutant yeast, primary screen, luminescence, uHTS; 330,000 tested, 1.3% active; S. cerevisiae tim23-1 growth, BacTiter-Glo luminescence, 24 h; inhibition, % at 20 µM;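 active means growth inhibition of the mutant yeast at or above 50%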;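 further: temperature-sensitive mutant grown at 25 °C; plate controls were DMSO-treated mutant yeast for no effect and medium wells lacking yeast for full effect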
CXCR6 block: CXCR6 receptor inhibitors, primary screen, cell-based, beta-arrestin, luminescence, CHO-K1 PathHunter, 1536-well | C-X-C chemokine receptor type 6 (Homo sapiens), O00574 | inhibition, % at 20 µM | 360,000 tested, 0.36% active | AID 602244, 2012; in the data active means inhibition above about 34%, passing the limit was not always enough;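 further: antagonist mode with CXCL16 agonist at 10 nM final; 0% = 10 nM CXCL16 with DMSO and 100% = unstimulated wells without agonist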
Target sequence (O00574 whole entry, looked up): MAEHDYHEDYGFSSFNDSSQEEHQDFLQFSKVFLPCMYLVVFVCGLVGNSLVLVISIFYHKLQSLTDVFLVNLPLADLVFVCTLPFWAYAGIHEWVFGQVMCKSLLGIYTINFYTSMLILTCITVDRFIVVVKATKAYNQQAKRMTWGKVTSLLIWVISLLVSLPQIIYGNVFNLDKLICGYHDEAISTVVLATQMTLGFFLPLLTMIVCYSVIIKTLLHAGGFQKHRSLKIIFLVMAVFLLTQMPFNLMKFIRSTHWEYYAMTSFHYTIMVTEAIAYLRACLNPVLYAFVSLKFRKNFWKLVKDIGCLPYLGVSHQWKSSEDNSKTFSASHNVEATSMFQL
tim10-1 inh: growth inhibitors of tim10-1 mutant yeast, primary screen, luminescence, uHTS; S. cerevisiae tim10-1 ts strain growth, BacTiter-Glo, 24 h; inhibition, % at 20 µM; 330,000 tested, 2.2% active;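 active means inhibition of at least 40%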;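 further: mutant grown at 25 °C; 0% = DMSO wells with yeast and 100% = wells holding no yeast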
XBP1 UPR activ: activators of adaptive XBP1 UPR arm, primary screen, cell-based, CHO-XBP1 luciferase reporter, luminescence, uHTS; AID 463104, 2010; activation, % at 20 µM; 330,000 tested, 0.33% active; IRE1-XBP1 UPR activation; percent of tunicamycin response, DMSO as zero;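 active means versus positive control, 20 µM dose yields 30% or more activation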;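 further: 100% = tunicamycin at 10 µg/mL and 0% = DMSO only wells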
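Material: CHO-XBP1 cells stably carrying IRE1-XBP1-driven luciferase reporter / Amount: 1000 cells per well / Compound: 20 µM, 1% DMSO / Times: 6 h treatment, 37 °C / Detection: luciferase luminescence / Measure: % activation of reporter signal versus tunicamycin and DMSO controls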
APJ agonist: agonists of human apelin receptor APJ, primary screen, CHO-K1 cells, PathHunter beta-arrestin, luminescence. 330,000 tested, 0.11% active. P35414. activation, % at 20 µM. 0% DMSO wells, 100% apelin;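 active means activation more than six SD over the plate average, tested at 20 µM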;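 further: 0% = DMSO alone and 100% = apelin-13 at 10 nM; some results filed as inactive read as strong as hits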
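system = engineered CHO-K1 APJ arrestin reporter cells | input = 1000 cells per well | timing = overnight seeding, 90 min compound at 25 °C, 1 h detection | measured by = enzyme-fragment complementation luminescence | read-out = beta-arrestin recruitment to APJ as agonist activity, luminescent signal | control set = negative DMSO alone, positive Apelin-13 at 10 nM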
TIM10 inh: growth inhibitors of isogenic TIM10 control yeast, primary screen, counter-screen for tim10-1 yeast inhibitor project, luminescence, uHTS | S. cerevisiae TIM10 strain growth, BacTiter-Glo luminescence, 24 h | inhibition, % at 10 µM | 330,000 tested, 1.4% active | AID 463195, 2010;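 active means inhibition of 40% or more at the single tested concentration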;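 further: wild-type TIM10 isogenic control strain grown at permissive 25 °C; 0% = DMSO yeast wells and 100% = minimal medium wells without yeast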
Mdm2 MdmX PPI: inhibitors of human Mdm2-MdmX association, primary screen, cell-based, luminescence, split luciferase, SaOS-2, uHTS; AID 485346, 2010; inhibition, % at 8 µM; SaOS-2 split-luciferase Mdm2/MdmX complementation; Protein Mdm4 (Homo sapiens) + E3 ubiquitin-protein ligase Mdm2 (Homo sapiens), …; 330,000 tested, 3% active;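 active means inhibition of at least 50% at 8 µM in the primary screen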
* = called active by the depositor. An excerpt; count on the stated rates, not on these rows.

SMILES | APJ antag | UPR CHOP act | tim23-1 inh | CXCR6 block | tim10-1 inh | XBP1 UPR activ | APJ agonist | TIM10 inh | Mdm2 MdmX PPI
O=C(c1ccc(Cl)cc1)C(Cn1cncn1)C(Sc1ccccc1)c1ccccc1 (stereo not drawn) | 7 | 0.7 | 27 | 23 | 23 | 0 | -5 | 26 | 11
COc1ccc(-c2nnc(-c3cccnc3)o2)cc1OC | -8 | 3.1 | 4 | -3 | 15 | 5 | 0 | 11 | -14
C=CCOn1c(C)c(C(C)=O)c2c3no[n+]([O-])c3ccc21 | 10 | 0.6 | 1 | 4 | 0 | 3 | -6 | 7 | 16
Cc1cccc(Cl)c1NC(=S)NCCc1ccccn1 | 8 | 1.7 | -4 | 0 | -11 | -1 | -1 | -6 | -2
O=C(Cc1ccc(-c2ccccc2)cc1)OCC(=O)N1CCCC1=O | 5 | 1.3 | 44 | -4 | 13 | -3 | 3 | 10 | -4
CCOC(=O)c1cc2occc2n1CC(=O)Nc1ccc(OC)cc1OC | 1 | -1.2 | 22 | -3 | 23 | -3 | -2 | 20 | 22
Cc1cc(C)c(C2=CC(=O)C[C@H](c3ccc4c(c3)OCO4)C2)c(C)c1 | -1 | 1.4 | 38 | -6 | 22 | 3 | -4 | 17 | 20
COc1cc(-c2nc(CN3CCN(c4ncccn4)CC3)c(C)o2)ccc1F | -13 | -1.3 | 26 | 0 | 10 | -4 | -1 | 9 | 19
Cc1ccccc1N1CCN(CCCN2C(=O)CC(=C(c3ccccc3)c3ccccc3)C2=O)CC1 | -15 | -0.8 | 1 | 7 | 16 | 0 | -4 | -6 | 32
CCOC(=O)C1CCN(C(=O)c2ccccc2Oc2ccccc2)CC1 | -2 | -1.0 | 27 | 13 | 21 | 0 | -5 | 23 | -16
Cc1cc2ccccc2n1CCNC(=O)c1ccccc1 | 7 | -0.6 | 20 | -3 | 12 | -4 | -2 | 21 | 28
COc1ccc(S(=O)(=O)N2CCCC(C(=O)NCc3ccco3)C2)cc1Cl (stereo not drawn) | 18 | -1.8 | 23 | -3 | 19 | -3 | -4 | 13 | 2
CCN(CC)CC(C)OC(=O)c1ccccc1Cl (stereo not drawn) | -4 | -1.6 | 13 | -13 | 11 | -3 | -2 | -4 | -11
COc1ccccc1C(=O)NC(=S)Nc1ccc2[nH]c(=O)[nH]c2c1 | 0 | 6.9 | 0 | 10 | -13 | 6 | -1 | -7 | 18
Cc1ccnc(N2CCC(C(=O)NCc3ccccc3F)CC2)n1 | 7 | -2.5 | 7 | 2 | 13 | -3 | -2 | -4 | -2

Single records, from the list above. Order of values: APJ antag, UPR CHOP act, tim23-1 inh, CXCR6 block, tim10-1 inh, XBP1 UPR activ, APJ agonist, TIM10 inh, Mdm2 MdmX PPI
`O=C(c1ccc(Cl)cc1)C(Cn1cncn1)C(Sc1ccccc1)c1ccccc1` (stereo not drawn) as listed: 7, 0.7, 27, 23, 23, 0, -5, 26, 11
`COc1cc(-c2nc(CN3CCN(c4ncccn4)CC3)c(C)o2)ccc1F` as listed: -13, -1.3, 26, 0, 10, -4, -1, 9, 19

(continued)
SMILES | APJ antag | UPR CHOP act | tim23-1 inh | CXCR6 block | tim10-1 inh | XBP1 UPR activ | APJ agonist | TIM10 inh | Mdm2 MdmX PPI
COc1cccc(NC(=O)Nc2cccn(Cc3ccc(C)cc3)c2=O)c1 | -15 | 0.4 | 8 | -6 | 22 | 4 | 5 | 8 | 22
CC1(O)CC(c2ccc(Cl)cc2)=NN1C(=O)c1ccc(Cl)cc1 (stereo not drawn) | 4 | -1.3 | 38 | 28 | 20 | 1 | -4 | 8 | 25
Cc1ccc([C@H]2C(C(=O)O)=CC[C@@H](c3ccc(C)cc3)N2S(=O)(=O)c2ccccc2C)cc1 | 5 | 1.1 | 28 | 3 | 14 | 0 | -3 | 8 | 5
COc1cc(NC(=O)c2n[nH]c(=O)c3ccccc23)cc(OC)c1 | -11 | 0.4 | -7 | 6 | -10 | 0 | -1 | -22 | 8
CCOC(=O)N1CCN(C(=O)CSCC(=O)Nc2nc(-c3ccc(Cl)s3)cs2)CC1 | -16 | -0.5 | 17 | -17 | 18 | 0 | 3 | 30 | 10
Cc1ccc(-n2nc3c(=O)n(CC(=O)NCc4cccs4)nc(C)c3c2C)cc1 | 9 | -0.8 | -11 | -10 | -2 | -3 | -8 | 2 | 38
Cc1ccccc1-n1cc(-c2ccc(Br)cc2)nc1SCC(N)=O | -4 | 1.9 | 43 | 3 | 24 | 2 | 3 | 27 | 14
FCCCOc1ccc(/C=N/OCc2ccc(Cl)cc2Cl)cc1 | -12 | 1.4 | 15 | -10 | -5 | 0 | 1 | -1 | 17
Cc1nc(C)c(C(=O)N2CCCC(C(=O)c3ccc(Cl)cc3C)C2)s1 (stereo not drawn) | 2 | 0.1 | 16 | 1 | 10 | -2 | -4 | 9 | 11
CC(C)(C)c1ccc(OCCC(=O)NNC(=O)c2ccncc2)cc1 | -46 | 0.1 | -1 | -9 | -2 | -3 | -4 | -1 | 4
Cc1cc(NCc2ccccn2)n2ncc(-c3ccccc3)c2n1 | -18 | 16 | -30 | -6 | 3 | 7 | 2 | -12 | -7
O=C(NC1CCCCC1)C(c1ccncc1)N(C(=O)c1ccco1)c1ccc(F)cc1 (stereo not drawn) | 26 | -1.6 | 7 | 12 | -8 | -3 | -3 | 14 | 11
CCc1ccc2nc(N3C(=O)C(O)=C(C(=O)c4ccco4)C3c3cccs3)sc2c1 (stereo not drawn) | 27 | 2.8 | 21 | 12 | 10 | 6 | -5 | 15 | -93
CN1CCN(c2ccc(NC(=O)CSc3ccccc3)cc2F)CC1 | -4 | 1.0 | -12 | -4 | 10 | -2 | -5 | -13 | -26
Cc1nc(-c2cccnc2)sc1C(=O)Nc1ccc(F)cc1F | -6 | 0.7 | 13 | -2 | 19 | 1 | -2 | -5 | -11
Cc1nn(C)cc1/C=C/C(=O)c1ccc(O)cc1 | 6 | 3.7 | 0 | 2 | 4 | 1 | -3 | 14 | -22
O=C(NNC(=O)c1ccc(-n2cncn2)c([N+](=O)[O-])c1)c1cccc(Cl)c1 | 15 | 1.2 | 1 | -6 | -4 | 2 | -4 | -4 | -7
O=C(Nc1ccc(Cl)cc1Cl)c1ccc(Br)o1 | 10 | 6.8 | -10 | -9 | -10 | -2 | 0 | -15 | -8
COc1cccc(C(=O)c2c[nH]c(C(=O)NCCCN3CCOCC3)c2)c1 | 20 | -1.4 | -14 | 1 | -18 | 3 | -3 | -1 | 18
CCN(CC)CCCN=Cc1c(O)n(-c2cccc(C)c2)c(=O)c2ccccc12 | 11 | -2.2 | 5 | 5 | -12 | -3 | -4 | -6 | -3
O=C(Cn1ncc2c(=O)oc3ccccc3c21)NCCC1=CCCCC1 | 13 | 1.3 | 10 | 2 | 9 | -1 | 3 | 17 | -11
COc1ccc(N2CCN(C(=O)CN(C3CCCCC3)S(C)(=O)=O)CC2)cc1 | -5 | 1.1 | 15 | 7 | 9 | -1 | 0 | 10 | 16
COc1ccc2c(c1)c1nc3n(c(=O)c1n2CC(=O)Nc1ccccc1)CCS3 | -12 | 2.5 | -10 | -4 | -6 | 2 | 6 | -9 | 42
O=C(c1ccc(OC2CCN(Cc3cccc(F)c3)CC2)cc1)N1CCCCC1 | -13 | 0.6 | -7 | 5 | 0 | -2 | -5 | -6 | 8
COc1ccc(OCc2nnc(SC(C)C(=O)Nc3nccs3)n2-c2ccccc2)cc1 (stereo not drawn) | 17 | 2.4 | 27 | 9 | 12 | -2 | 23 | 14 | -15
CCOCCc1c(O)nc(SCC)[nH]c1=O | -16 | 0.9 | -5 | 0 | 9 | -1 | 0 | -19 | 2
Cc1ccc(/C(O)=C2\C(=O)C(=O)N(C)C2c2ccc(F)cc2)cc1 (stereo not drawn) | 14 | 1.6 | 3 | 0 | 5 | -2 | 1 | -4 | -3
Cc1ccc(NC(=O)Nc2c(C)[nH]c(=O)[nH]c2=O)cc1Cl | 1 | 0.4 | 8 | 1 | -3 | 4 | -3 | -2 | 22
Cc1cccn2c(=O)c(C=O)c(N3CCN(C)CC3)nc12 | 9 | 1.1 | -3 | -4 | -3 | -5 | 1 | -13 | -24
O=C(CCCOc1ccc(Cl)cc1Cl)NNC(=O)C1CCC1 | 0 | 1.9 | 11 | 15 | 6 | -1 | -5 | -5 | -17
Cc1ccc(C(=O)O)cc1NC(=O)C1CCN(S(=O)(=O)c2ccc3c(c2)OCCO3)CC1 | 9 | 1.1 | -1 | -2 | -11 | -2 | -8 | -6 | 22
Cc1ccc(N2C(=O)C(NC(=O)c3ccccc3F)(C(F)(F)F)C3=C2CC(C)(C)CC3=O)cc1 (stereo not drawn) | -10 | 5.3 | 40 | -8 | 22 | 0 | 1 | 19 | -16
COc1ccc(S(=O)(=O)N2CCOCC2)cc1C(=O)Nc1ccc2c(c1)OCO2 | 13 | -0.8 | -8 | -23 | 15 | 2 | 2 | -1 | 33
COc1ccc(CCC(=O)NCC(c2ccco2)N2CCc3ccccc32)cc1 (stereo not drawn) | -73 | 0.2 | 21 | -7 | 6 | -2 | 0 | 1 | 21
O=C(N/N=C/c1cccc([N+](=O)[O-])c1)c1cccc2cc[nH]c12 | -1 | 1.7 | -1 | -11 | 3 | -2 | 0 | 10 | 20
O=C(Nc1cccc2ccccc12)N1CC=C(c2ccccc2)CC1 | -10 | -0.8 | 19 | -1 | 8 | -1 | -5 | -1 | 10
CC(C)OC(=O)Cn1c(=O)sc2ccccc21 | 0 | 3.3 | 6 | 0 | 6 | 3 | -1 | 10 | 20
c1ccc(-c2nc3c4ccccc4ccn3c2CN2CCOCC2)cc1 | -1 | 3.4 | 45 | -1 | 15 | 1 | -2 | 18 | -14
COc1ccc(CC(=O)N(Cc2ccccc2)c2ccccc2)cc1S(=O)(=O)N1CCOCC1 | 5 | 4.6 | 21 | -8 | 18 | -3 | 1 | 13 | 42
COc1ccc(CNS(=O)(=O)c2ccc3c(c2)N(C)CCO3)cc1 | 5 | -0.2 | 24 | -5 | 27 | -5 | -2 | 17 | 15
COc1ccc(Cn2nc(C)n(N(C)c3ncc(C(F)(F)F)cc3Cl)c2=O)cc1 | 0 | 2.3 | 20 | 0 | 34 | 1 | 0 | 15 | -15
O=C(NC(=O)c1ccc(C(F)(F)F)cc1)Nc1ccc(-c2cnco2)cc1 | 6 | 0.0 | 9 | -7 | 8 | -2 | -6 | 10 | 56*
Cc1cc(C)c2nc(-c3ccccn3)cc(C(=O)Nc3cc(C)on3)c2c1 | 13 | -0.5 | 20 | -2 | 7 | 8 | 1 | 6 | 17
